Screening results: PubChem BioAssay, several laboratories
AGP1-GFP MLPCN: modulators of TOR pathway AGP1-GFP in S. cerevisiae; S. cerevisiae AGP1-GFP multiplex flow cytometry, 3 h; GFP as percent of DMSO wells; GFP response vs DMSO, % at 10 µM; AID 2066; 320,000 tested, 0.02% active;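 active = GFP response relative to DMSO above a set limit, near screen average plus 3 SD, cut at about 150% in these data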;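 also: median GFP channel fluorescence of the gated AGP1 strain per well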
MCL1-BIM inh: inhibitors of human MCL1 binding to BIM-BH3 peptide; Q07820; GST-MCL1 / FITC-Bim-BH3 fluorescence polarization; inhibition, % at 10.9 µM; 320,000 tested, 0.68% active;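 active = inhibition above the mean inhibition of all tested compounds plus 3 SD, set per campaign, cut at about 40% in these data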;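 also: 0% = DMSO wells and 100% = unlabeled Bim-BH3 peptide control; higher means more loss of mP so more displacement of Bim peptide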
MEX-5 binding: C. elegans MEX-5 TCR-2 RNA binding activity; Q9XUB2; 300,000 tested, 0.38% active; activity score (negative = inhibition of binding), % at 10 µM; AID 1832; MEX-5/FITC-TCR2 RNA binding, fluorescence polarization; active compounds read low;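 active = inhibition past about -25% in most replicates, and total fluorescence under double the plate's negative control median, limit read from the data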;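 also: 0% = DMSO and -100% = 5 µM competing unlabeled TCR2 RNA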
Target sequence (Q9XUB2 whole entry, looked up): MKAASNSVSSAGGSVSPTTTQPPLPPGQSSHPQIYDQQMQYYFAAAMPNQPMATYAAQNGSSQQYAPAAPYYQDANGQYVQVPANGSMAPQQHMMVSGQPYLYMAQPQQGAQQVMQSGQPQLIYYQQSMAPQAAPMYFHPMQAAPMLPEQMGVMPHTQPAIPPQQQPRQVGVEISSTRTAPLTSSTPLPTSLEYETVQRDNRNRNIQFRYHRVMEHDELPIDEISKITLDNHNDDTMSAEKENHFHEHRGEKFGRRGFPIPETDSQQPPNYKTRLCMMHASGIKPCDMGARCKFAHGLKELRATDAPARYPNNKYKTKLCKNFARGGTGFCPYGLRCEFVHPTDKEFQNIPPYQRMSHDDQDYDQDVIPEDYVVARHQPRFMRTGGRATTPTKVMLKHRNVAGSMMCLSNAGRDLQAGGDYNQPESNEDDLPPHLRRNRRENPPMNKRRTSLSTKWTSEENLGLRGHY
Bcl-xL primary: inhibitors of human Bcl-xL. GST-Bcl-xL / FITC-Bim BH3 peptide fluorescence polarization. AID 2129. inhibition, % at 10.9 µM. 320,000 tested, 0.7% active;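 active = inhibition above the mean of all tested compounds plus 3 SD, cutoff set per campaign, cut at about 30% in these data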;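 also: 0% = DMSO wells and 100% = unlabeled Bim-BH3 peptide competitor; inhibitors lower millipolarization by displacing the labeled peptide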
VLA-4 inh: inhibition in a human VLA-4 binding assay; VLA-4 expressing cells, ligand binding flow cytometry; inhibition, % (about 7 µM as worked out from the volumes in the protocol); 330,000 tested, 0.2% active; in the data active = inhibition above about 50%
CIT2 TOR yeast: yeast TOR pathway CIT2-GFP modulation. S. cerevisiae CIT2-GFP strain, flow cytometry, 3 h; 100 means same as DMSO wells. GFP response vs DMSO, % at 10 µM. 320,000 tested, 0.065% active. AID 2029;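 active = GFP response relative to DMSO above a set limit, near the screen mean plus 3 SD, cut at about 150% in these data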;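 also: ratio of well median GFP fluorescence to mean of DMSO wells on the plate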
Fam108B inh: Fam108B inhibition, counter-screen for RBBP9 inhibitors | recombinant Fam108B, FP-Rh probe fluorescence polarization | inhibition, % at 9.51 µM | 300,000 tested, 0.33% active;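 active = inhibition above the screen mean inhibition plus 3 SD, computed separately per campaign, cut at about 18% in these data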;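 also: inhibitors lower polarization as less probe binds the enzyme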
GLD-1 TGE inh: GLD-1-TGE RNA interaction inhibition (C. elegans); Q17339; purified GLD-1 + fluorescein TGE RNA, fluorescence polarization; inhibition, % at 5.96 µM; 320,000 tested, 0.44% active; AID 2280;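 active = percent inhibition above a per-plate cutoff, the plate mean of test compounds plus 3 SD, cut at about 30% in these data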;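 also: 0% = DMSO wells with GLD-1 and probe and 100% = wells lacking GLD-1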
Target sequence (Q17339 whole entry, looked up): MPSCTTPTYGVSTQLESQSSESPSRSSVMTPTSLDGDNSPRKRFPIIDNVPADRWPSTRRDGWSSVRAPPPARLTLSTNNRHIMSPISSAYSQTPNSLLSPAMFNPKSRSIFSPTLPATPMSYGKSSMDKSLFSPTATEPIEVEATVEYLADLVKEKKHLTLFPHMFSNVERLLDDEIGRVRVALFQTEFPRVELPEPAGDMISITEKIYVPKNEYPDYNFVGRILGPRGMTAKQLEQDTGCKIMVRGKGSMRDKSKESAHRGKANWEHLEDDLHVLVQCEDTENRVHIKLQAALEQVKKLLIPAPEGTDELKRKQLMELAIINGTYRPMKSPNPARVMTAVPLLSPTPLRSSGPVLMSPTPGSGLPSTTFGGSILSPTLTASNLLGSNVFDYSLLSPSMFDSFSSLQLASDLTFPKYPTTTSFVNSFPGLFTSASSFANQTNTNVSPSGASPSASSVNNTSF
GRK2 inh: inhibitors of human GRK2 displacing RNA aptamer | inhibition of aptamer binding, % at 10 µM | 330,000 tested, 0.59% active | bead flow cytometry, FAM-aptamer displacement from GRK2;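 active = inhibition of aptamer binding above 40%, roughly 3 SD of noise, on plates passing a quality check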;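 also: median bead fluorescence of bound FAM aptamer so fluorescent compounds give negative values; no value below 0 was filed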
Starred values were filed as active, the others as inactive; . = not tested or not shown.

#1 Oc1ccccc1C1=Nc2ncnn2C(c2ccccc2)C1 (stereo unspecified)
#2 N#Cc1cccn1-c1nccs1
#3 COc1cc([N+](=O)[O-])ccc1NC(=O)CN(C)C
#4 CC(=O)NN1C(=O)/C(=C/c2ccc(C(C)C)cc2)SC1=S
#5 O=C(O)c1ccc(-c2nc3ccccc3[nH]2)cc1
#6 Cc1ccc(S(=O)(=O)N2CCOCC2)cc1C(=O)OCC(=O)N(Cc1ccccc1)C(C)C
#7 CCOC(=O)N1CCN(C(=O)CSc2ccccc2)CC1
#8 Cc1ccc(/C=N/NC(=O)C2CC(=O)N(c3ccccc3)C2)s1 (stereo unspecified)
#9 O=c1oc(Nc2ccc(F)cc2)nc2ccccc12
#10 CC1CC(C)(C)CC2(C1)NC(=O)N(CC(=O)Nc1ccc(N3CCCCC3)cc1)C2=O (stereo unspecified)

Assay by compound,1,2,3,4,5,6,7,8,9,10
AGP1-GFP MLPCN,85,101,94,93,93,100,101,94,99,99
MCL1-BIM inh,-2,3,-43,9,2,-1,6,2,-2,5
MEX-5 binding,-1.4,1.6,2.8,-0.7,2.4,.,-2.1,0.5,1.4,1.6
Bcl-xL primary,1,7,-19,2,0,1,13,3,0,4
VLA-4 inh,6,16,4,7,16,-3,-5,11,14,-8
CIT2 TOR yeast,90,99,92,89,91,99,100,103,96,100
Fam108B inh,-3,-2,-4,1,3,.,0,-3,5,3
GLD-1 TGE inh,-1,2,-26,-2,13,3,5,3,1,4
GRK2 inh,0,1,0,0,0,3,0,2,0,4

#11 CCOc1c(Br)cc(/C=N\NC(=O)c2ccccc2)cc1OC
#12 Cc1cc(C)cc(NC(=O)N2CCC(C(=O)c3ccc(F)cc3)CC2)c1
#13 C=CCn1c(SCC(=O)Nc2nncs2)nnc1-c1ccco1
#14 S=c1[nH]nc(C2CCCCC2)n1/N=C/c1ccc(Cl)cc1
#15 O=C(O)c1ccc(N2C(=O)CC(N3CCN(c4cccc(Cl)c4)CC3)C2=O)cc1 (stereo unspecified)
#16 CCOc1ccc(NC(=O)CSc2nc3c(c(=O)n2-c2ccccc2OC)SCC3)cc1
#17 C=CCOc1ccc(C(=O)n2cc(C(=O)OC)c3ccccc32)cc1
#18 COc1ccc(NC(=S)NC(=O)Cc2ccccc2)c(OC)c1
#19 CN1CCC(N(C)C(=O)c2cc(S(=O)(=O)N3CCOCC3)ccc2Cl)CC1
#20 C=CCc1c(OC)ccc2ccc(=O)oc12

Assay by compound,11,12,13,14,15,16,17,18,19,20
AGP1-GFP MLPCN,106,98,97,94,100,111,90,98,98,99
MCL1-BIM inh,13,-5,9,-16,-2,7,2,10,.,-1
MEX-5 binding,-2.4,0.1,0.0,-0.5,-3.7,1.4,-0.6,1.1,.,3.1
Bcl-xL primary,7,6,3,-10,-1,2,1,4,.,-3
VLA-4 inh,0,-3,6,9,19,-24,10,5,-2,-4
CIT2 TOR yeast,104,99,96,100,105,142,92,105,98,96
Fam108B inh,-2,-2,3,-1,8,-5,-1,-2,.,4
GLD-1 TGE inh,-7,2,-4,1,9,-5,-5,5,11,7
GRK2 inh,1,0,0,3,0,1,0,1,0,0

Results in VLA-4 inh, GLD-1 TGE inh and AGP1-GFP MLPCN, for four of the compounds above:
#	SMILES	VLA-4 inh	GLD-1 TGE inh	AGP1-GFP MLPCN
11	CCOc1c(Br)cc(/C=N\NC(=O)c2ccccc2)cc1OC	0	-7	106
12	Cc1cc(C)cc(NC(=O)N2CCC(C(=O)c3ccc(F)cc3)CC2)c1	-3	2	98
13	C=CCn1c(SCC(=O)Nc2nncs2)nnc1-c1ccco1	6	-4	97
14	S=c1[nH]nc(C2CCCCC2)n1/N=C/c1ccc(Cl)cc1	9	1	94

Some of the entries so far, tab-delimited:
No.	smiles	AGP1-GFP MLPCN	MCL1-BIM inh	MEX-5 binding	Bcl-xL primary	VLA-4 inh	CIT2 TOR yeast	Fam108B inh	GLD-1 TGE inh	GRK2 inh
13	C=CCn1c(SCC(=O)Nc2nncs2)nnc1-c1ccco1	97	9	0.0	3	6	96	3	-4	0
11	CCOc1c(Br)cc(/C=N\NC(=O)c2ccccc2)cc1OC	106	13	-2.4	7	0	104	-2	-7	1

More records.
#21 Cc1ccc(C)c(S(=O)(=O)Nc2ccc(O)c(Sc3ncn[nH]3)c2)c1
#22 Cc1cc(SCC(=O)NCCN2C(=O)CSC2=O)nc2ccccc12
#23 O=S(=O)(NCCOc1ccc(F)cc1)c1ccc2c(c1)OCCO2
#24 Cc1ccccc1CN1C(=O)Nc2ccccc2C(=O)N1C(C)(C)C
#25 O=C(CCC(=O)OCc1ccc(C(=O)Oc2ccccc2)cc1)Nc1cccc2ccccc12
#26 CCCOc1ccc(C(C)=O)cc1CSCCC#N
#27 Cc1csc(NC(=O)C2CSC3(C)CCC(=O)N23)n1 (stereo unspecified)
#28 COc1ccc(-c2nc(CS(=O)CC(=O)NCc3ccccc3)c(C)o2)cc1OC (stereo unspecified)
#29 COc1ccc(Cl)cc1-n1c(=S)sc2c(=O)n(-c3ccc(F)cc3)c(SCC(=O)O)nc21
#30 Cc1onc(-c2ccccc2)c1C(=O)Oc1ccccc1

Assay by compound,21,22,23,24,25,26,27,28,29,30
AGP1-GFP MLPCN,101,105,104,108,92,100,81,103,100,97
MCL1-BIM inh,6,-3,3,0,3,10,10,10,8,13
MEX-5 binding,-19,0.0,1.9,2.9,0.6,-5.7,1.1,2.3,1.7,1.5
Bcl-xL primary,8,0,2,3,2,10,-1,5,4,3
VLA-4 inh,-36,14,-19,0,9,-13,11,-5,-15,-3
CIT2 TOR yeast,106,100,108,107,95,104,87,101,114,102
Fam108B inh,-2,0,0,-1,1,3,1,1,2,0
GLD-1 TGE inh,0,3,-1,8,-7,-1,6,-5,-7,4
GRK2 inh,1,9,0,0,0,2,1,1,1,2

#31 Cc1ccc(C(=O)Nc2c(C)cc(-c3ccc(Cl)cc3)oc2=O)cc1
#32 O=C(O)CN=C(NS(=O)(=O)c1ccc(Cl)cc1)c1ccc(F)cc1
#33 COc1cc(/C=C2/OC(=O)c3cc([N+](=O)[O-])ccc32)cc(OC)c1OC
#34 O=C(Nc1cccc(Cl)c1N1CCOCC1)c1cccs1
#35 Cc1cc(NC(=O)COC(=O)c2ccccc2NCCO)no1
#36 CCCCNC(=S)N1CCN(CC)CC1
#37 Cc1cc(S(=O)(=O)Nc2ccc(C(=O)NCC(c3ccccc3)N(C)C)cc2)ccc1F (stereo unspecified)
#38 CC(=O)C1=C(O)C(=O)N(c2ccc(Br)cc2)C1c1cccc([N+](=O)[O-])c1 (stereo unspecified)
#39 Cc1cccc(C)c1OCC(O)Cn1ccnc1C (stereo unspecified)
#40 COc1cccc(CC(=O)Nc2ccc(-c3csc(C)n3)cc2)c1

Assay by compound,31,32,33,34,35,36,37,38,39,40
AGP1-GFP MLPCN,90,101,97,89,105,105,91,98,104,93
MCL1-BIM inh,3,-2,-44,8,.,15,-1,2,5,1
MEX-5 binding,0.1,0.8,0.6,0.4,.,1.1,-1.0,-1.0,0.1,-2.6
Bcl-xL primary,2,2,-25,3,.,2,3,3,-2,4
VLA-4 inh,1,2,5,-15,1,1,-10,1,-8,-1
CIT2 TOR yeast,86,96,94,103,111,102,94,100,99,90
Fam108B inh,2,-4,-4,0,.,-2,-1,1,0,-1
GLD-1 TGE inh,-9,5,-3,11,4,2,0,10,-4,0
GRK2 inh,0,0,0,24,1,3,0,0,0,2

#41 CC(C)Cc1nc(N2CCN(C(=O)c3ccccc3)CC2)c(C#N)c2c1CCC2
#42 CC1CCCCN1C(=O)CSc1nc2ncccc2[nH]1 (stereo unspecified)
#43 CS(=O)(=O)Nc1nc2ccccc2[nH]1
#44 CCc1ccccc1NC(=O)[C@@H]1CCC(=O)N1C1OC(=O)c2ccccc21 (stereo partly specified)
#45 Cc1ccc(N2CC(C(=O)Nc3nnc(SCC(N)=O)s3)CC2=O)cc1C (stereo unspecified)
#46 Cc1ccccc1C1C2=C(Nc3[nH]n(-c4ccccc4)c(=O)c31)c1ccccc1C2=O (stereo unspecified)
#47 Cc1cc(-c2ccc([N+](=O)[O-])cc2)nc2ccccc12
#48 O=C1/C(=C\c2cccs2)Sc2ccc3ccccc3c21
#49 Cc1cccc(C)c1NC(=O)Nc1cccs1
#50 COc1ccc(NC(=O)COc2ccc(C(=O)NCc3cccnc3)cc2OC)cc1

Assay by compound,41,42,43,44,45,46,47,48,49,50
AGP1-GFP MLPCN,99,110,100,101,95,90,91,98,88,103
MCL1-BIM inh,-4,7,1,0,6,16,3,-86,11,0
MEX-5 binding,-1.0,-1.0,1.7,1.0,0.1,.,1.4,-0.2,2.8,.
Bcl-xL primary,4,4,2,2,6,9,5,-23,8,-1
VLA-4 inh,15,1,13,-1,-3,13,12,-19,6,-10
CIT2 TOR yeast,97,117,101,102,89,94,99,97,95,93
Fam108B inh,-1,3,4,7,2,12,3,-6,-3,.
GLD-1 TGE inh,2,3,-1,4,0,-1,0,-3,6,-6
GRK2 inh,0,1,0,0,1,3,1,8,0,1

#51 COC(=O)c1cccnc1Oc1ccccc1
#52 CCCOc1ccc2oc(=O)c3c(c2c1)CCCN3C(=O)CN1CCCC(C(=O)OCC)C1 (stereo unspecified)
#53 NS(=O)(=O)c1ccc(S(=O)(=O)NCCc2ccccc2)cc1
#54 Cc1cc(C)n(C(=O)CNC(=O)c2cccc(Br)c2)n1
#55 CSc1ccc(S(=O)(=O)N2c3ccccc3CC2C)cc1 (stereo unspecified)

Assay by compound,51,52,53,54,55
AGP1-GFP MLPCN,103,93,96,101,103
MCL1-BIM inh,6,10,4,6,7
MEX-5 binding,3.1,-0.2,1.6,0.9,0.0
Bcl-xL primary,5,4,1,3,5
VLA-4 inh,-8,9,5,24,7
CIT2 TOR yeast,98,97,92,102,98
Fam108B inh,-1,-4,-1,-1,2
GLD-1 TGE inh,1,-3,3,-6,6
GRK2 inh,3,1,0,4,2
